HCV inh: inhibitors of hepatitis C virus infection; Huh7.5.1 HCVcc-Cre infection, luciferase reporter, 44 h; Potency, µM (top dose mostly 41.8 µM), for inactives: at the highest dose activity change, negative = inhibition, usual class: inhibitors; 340,000 tested, 3.4% active; also: potency is read from the fitted curve at half-maximal effect; % is scaled to controls: 0 for no effect and ±100 for the full control effect
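Compounds are dispensed onto cells plated 4 h earlier at 1,000 per well, with HCVcc-Cre virus (about 0.5 moi) added next. Following 44 h of culture, luminescent signal is measured for 15 sec after 15 min with substrate at room temperature.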
Pf growth 48h: inhibits P. falciparum growth in the first generation, 48 h. P. falciparum luciferase growth in erythrocytes, 48 h. Potency, µM (series often up to 28.7 µM), inactives show at the top dose activity change, negative = inhibition, usual class: inhibitors. 310,000 tested, 5.9% active. AID 504832; also: potency is read from the fitted curve at half-maximal effect; % is scaled to controls: 0 for no effect and ±100 for the full control effect
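Firefly luciferase activity from engineered P. falciparum reports growth; inhibitors lower the luminescent signal. Cultures contained 2% hematocrit erythrocytes at 0.1% final parasitemia.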
Tb PYK inh: T. brucei pyruvate kinase inhibition. TbPYK enzyme, Kinase-Glo Plus ATP luminescence, 45 min. Potency, µM (titrated, usually from 76.8 µM), inactives show top-dose activity, negative = inhibition, most hits filed as inhibitors. 410,000 tested, 0.12% active; also: potency is read from the fitted curve at half-maximal effect; % is scaled to controls: 0 for no effect and ±100 for the full control effect; nearly all actives have a fitted effect of over 50% in size
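In this concentration-response screen, enzyme-free wells defined baseline while DMSO plates tracked drift. Each reaction combined TbPYK, substrate, compound and 130 uM ADP for 45 min at room temperature. Kinase-Glo Plus luminescence gave the signal.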
Cycloheximide cs: counter-screen for Shiga toxin inhibitors: cycloheximide protein synthesis inhibition | cell reporter, cycloheximide protein synthesis inhibition counterscreen | 300,000 tested, 12% active | max response, % | AID 2314; in the data active = max response mostly above about 13%, no sharp cut-off; inactive = mostly below about 14%; also: read at 38.3 µM for the half of the compounds with a filed dose; 0% is about no effect
Pf growth 96h: inhibits malaria parasite growth, 96 h | P. falciparum luciferase reporter growth, 96 h | Potency, µM (series often up to 28.7 µM), for inactives: at the highest dose activity change, negative = inhibition, most hits filed as inhibitors | 320,000 tested, 6.9% active; also: potency is read from the fitted curve at half-maximal effect; % is scaled to controls: 0 for no effect and ±100 for the full control effect
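Erythrocytes infected with luciferase-expressing P. falciparum were dispensed at 2% hematocrit and 0.05% parasitemia (final), then incubated with compounds 96 hours at 37 C in 5% CO2. Luminescence after detection reagent addition reported growth.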
LmPK inhibitor: inhibitors of Leishmania mexicana pyruvate kinase | 290,000 tested, 0.37% active | Potency, µM (doses to about 57.5 µM), without a hit: at the top dose activity change, negative = inhibition, most hits filed as inhibitors | AID 1721 | Q27686 | purified LmPK, Kinase-Glo ATP luminescence, 1 h; also: potency is read from the fitted curve at half-maximal effect; % is scaled to controls: 0 for no effect and ±100 for the full control effect
Target sequence (Q27686 whole entry, looked up): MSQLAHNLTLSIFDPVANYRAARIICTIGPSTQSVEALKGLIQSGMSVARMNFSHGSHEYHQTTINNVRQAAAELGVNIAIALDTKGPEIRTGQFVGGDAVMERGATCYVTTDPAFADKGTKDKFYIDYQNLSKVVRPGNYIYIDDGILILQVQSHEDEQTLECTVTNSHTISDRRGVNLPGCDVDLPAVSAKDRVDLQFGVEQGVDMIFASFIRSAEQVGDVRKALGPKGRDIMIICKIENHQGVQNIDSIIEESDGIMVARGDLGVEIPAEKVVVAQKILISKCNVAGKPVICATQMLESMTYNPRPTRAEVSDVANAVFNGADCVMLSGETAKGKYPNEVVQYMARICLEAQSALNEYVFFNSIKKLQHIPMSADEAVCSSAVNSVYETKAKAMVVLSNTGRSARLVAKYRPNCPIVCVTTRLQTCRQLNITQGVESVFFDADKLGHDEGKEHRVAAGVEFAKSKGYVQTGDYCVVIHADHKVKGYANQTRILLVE
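qHTS format; LmPK 0.1 nM; substrates PEP 0.5 mM and ADP 0.1 mM. One-hour room-temperature incubation, then coupled luciferase luminescence; 0.5 nM enzyme wells mark activation.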
Shiga toxin inh: blocks Shiga toxin action in Vero cells; inhibition, % at 38.7 µM; Vero cells, Shiga toxin protein synthesis inhibition reporter; 290,000 tested, 9.2% active; in the data active = inhibition mostly above about 28%, no sharp cut-off; inactive = mostly below about 43%; also: 0% is about no effect
Starred values were filed as active, the others as inactive; ? = inconclusive; . = not tested or not shown; & = joins results of further samples; [ ] = another dose, or the depositor's remark. Unless noted, calls follow the shape of the dose curve; as a rule, active = well fitted curve in the direction sought with a large enough effect; inconclusive = small, poorly fitted or top-dose-only effect, or another doubt; inactive = no such curve, though single readings can be large; an effect the other way counts as inactive or inconclusive.

SMILES	HCV inh	Pf growth 48h	Tb PYK inh	Cycloheximide cs	Pf growth 96h	LmPK inhibitor	Shiga toxin inh
Cc1cc(NC(c2cccnc2)c2c(C)[nH]c3ccccc23)no1 (configuration not stated)	16%	-13%	-6%	-2	?	0%	-2
O=C1CCC(C(=O)N2CCC(CO)(Cc3ccc(Cl)cc3)CC2)=NN1	-4%	15%	-8%	4	15%	3%	10
CS(=O)(=O)N(CCC#N)Cc1ccc(/C=C2\C(=O)Nc3ccccc32)o1	10%	?	-1%	8	?	1%	-13
CSc1ccc(-c2sc(Nc3cccc4ccccc34)n[n+]2-c2ccccc2)cc1	8.9µM*	?	-21%	22*	?	-1%	17*
O=C(c1ccc(=O)[nH]c1)N1CCN(S(=O)(=O)c2cc(C(F)(F)F)ccc2Cl)CC1	-8%	?	1%	-3	-25%	3%	-6
O=C(O)c1ccc2c(c1)C(=O)N(N1C(=O)c3ccccc3C1=O)C2=O	-17%	14%	2%	10	9.3µM*	0%	-5
COc1ccc(S(=O)(=O)N2CCN(S(=O)(=O)c3c(F)cccc3F)CC2)cc1	.	?	.	10	?	.	4
COc1ccc(S(=O)(=O)N(Cc2ccccc2)c2ccccc2C(=O)Nc2ccccc2C(=O)NCc2ccco2)cc1	?	13µM*	-8%	20	.	1%	-1
CCc1cccc(C)c1NC(=O)c1ccoc1C	-13%	.	-14%	-2	15%	14%	-16
COc1ccc(S(=O)(=O)N2CCOCC2)cc1NC(=O)CN1C(=O)NC2(CCCCC2C)C1=O (configuration not stated)	?	11%	-2%	.	-34%	.	.

Filtered by structure: those above with a furan ring, fused or not (three)
SMILES	HCV inh	Pf growth 48h	Tb PYK inh	Cycloheximide cs	Pf growth 96h	LmPK inhibitor	Shiga toxin inh
CS(=O)(=O)N(CCC#N)Cc1ccc(/C=C2\C(=O)Nc3ccccc32)o1	10%	?	-1%	8	?	1%	-13
COc1ccc(S(=O)(=O)N(Cc2ccccc2)c2ccccc2C(=O)Nc2ccccc2C(=O)NCc2ccco2)cc1	?	13µM*	-8%	20	.	1%	-1
CCc1cccc(C)c1NC(=O)c1ccoc1C	-13%	.	-14%	-2	15%	14%	-16

Later entries:
SMILES	HCV inh	Pf growth 48h	Tb PYK inh	Cycloheximide cs	Pf growth 96h	LmPK inhibitor	Shiga toxin inh
COc1cccc(/C=C2\SC(=S)N(CCCC(=O)N3CCCCC3)C2=O)c1	13µM*	?	2%	-3	?	-3%	-8
COc1cc2c(cc1OC)[C@H](C)N(C(=O)NCc1ccccc1)CC2	1%	.	2%	-3	-18%	-2%	-5
O=C(NCc1ccc2c(c1)OCO2)c1ccc(CS(=O)(=O)c2cccc(C(F)(F)F)c2)o1	20%	-2%	0%	-1	?	-1%	28
O=C(NCCCN1CCOCC1)C(c1ccccc1)c1ccccc1	7%	17%	-1%	-3	14%	-8%	-7
CC(C)(CSc1nncn1N)NS(=O)(=O)c1ccc(Cl)cc1	5%	-9%	-12%	-1	.	-6%	-7
O=C(N/N=C/c1cccs1)c1cnccn1	11%	14%	-8%	13	43%[activator]	-5%	32*
O=C(c1cc(-c2ccc(O)cc2)on1)N1CCc2ccccc2C1	-6%	.	1%	5	0.37µM*	11%	46
CCC(C(=O)Nc1c(C)cc(C)cc1C)N1CCCCCC1 (configuration not stated)	6%	-4%	-7%	-2	?	-6%	-7
Cc1nnc(SCC(=O)NCc2cccs2)n1-c1ccccc1	18%	-3%	-1%	-1	.	6%	17
CC(C)[C@H](NC(=O)N1CC(=O)Nc2ccccc21)C(=O)N1CCC(C(=O)O)CC1	23%	-11%	-13%	5	41%[activator]	-4%	13
O=C1NC(=O)N(CCc2ccc(F)cc2)C(=O)/C1=C\C=C\c1ccccc1	4µM*	29%	4%	21*	?	-1%	27
OC1CCN(Cc2cn(Cc3ccccc3)nc2-c2cc3ccccc3o2)CC1	?	13µM*	-4%	-3	-24%	1%	9
COc1ccc(CC(=O)NCc2n[nH]c(=S)n2-c2ccc(F)cc2)cc1	19%	7%	?	-1	6%	5%	-6
CCCCCC1CC(=O)C=C(C)C1C(=O)OC (configuration not stated)	4%	-18%	0%	-1	-4%	2%	-9
CCOC(=O)C1CCCN(C(=O)c2ccc(C(=O)c3ccccc3)cc2)C1 (configuration not stated)	14%	-27%	-5%	.	-7%	.	.
CCOC(=O)c1ccccc1NC(=O)CSc1ccccc1	4%	?	2%	4	-2%	8%	17
S=c1nc[nH]c2c1[nH]c1ccc(Cl)cc12	-7%	11%	-2%	-4	0%	-3%	-3
Cc1cc(SCC(=O)NCCC2=CCCCC2)nc2ccccc12	-9%	?	-2%	2	?	1%	-10
CCNc1nc(N2CCCC2)nc(N2CCCC2)n1	11µM*	12µM*	4%	6	5%	0%	33
COC(=O)CCCC(=O)NC1CCCc2c1cnn2-c1ccc(F)cc1F (configuration not stated)	2%	-2%	0%	-4	?	3%	-2
O=C1CC2(CCN(C(=O)c3ccc(Br)cc3)CC2)Oc2ccccc21	-22%	?	-20%	.	?	.	.
CCN1CCCC1CNC(=O)C(=O)Nc1cccc(OC)c1 (configuration not stated)	3%	34%[activator]	3%	15	0%	-4%	17
CC(NC(=O)Cc1ccccc1)C1COc2ccccc2O1 (configuration not stated)	13%	-1%	-18%	-2	?	-4%	3
Cc1cc(C(=O)CSc2nc3ccccc3c(=O)[nH]2)c(C)n1CC1CCCO1 (configuration not stated)	11µM*	27%	-7%	43*	23%	1%	143*
COc1ccc(N2CCN(CC(=O)Nc3cc(C)on3)CC2)cc1	5%	6%	-1%	-6	19%	-12%	-17
Cc1ccc(C)c(SCc2nc3sc(C(=O)O)c(C)c3c(=O)[nH]2)c1	20%	-7%	-1%	-4	16%	5%	-10
O=C(NNS(=O)(=O)c1ccc(F)cc1F)c1csc(-c2cccnc2)n1	-3%	0%	-2%	-5	?	-3%	-1
N#Cc1c(SCC(N)=O)nc2c(c1-c1ccncc1)CCCC2	-5%	-12%	?	-3	11%	12%	-7
COc1ccc(CN(C)CC(=O)Nc2sc3c(c2C#N)CCC3)cc1OC	11µM*	-11%	-1%	-3	-24%	3%	13
C/C(CC(=O)Nc1cccnc1)=N\NC(=O)C(C)Oc1ccc(Cl)cc1Cl (configuration not stated)	13%	26%	-3%	10	?	8%	11
CCc1cccc(C)c1NC(=O)CSc1nc2ccccc2n1CC(=O)N(C)C	-3%	-7%	0%	-2	.	1%	13
Clc1cc(Cl)c(Cl)c(Cl)c1Cl	0%	3%	-6%	.	18%	.	.
O=C(O)c1cccnc1Br	27%	15%	-4%	-7	46%[activator]	3%[11.5 µM]	-12
Cc1ccc([N+](=O)[O-])cc1NC(=O)c1ccc(C(C)(C)C)cc1	?	?	-2%	10	?	0%	-2
COc1ccc(/C=C/c2nnc(NC(=O)CC(C)C)s2)cc1	5%	-16%	-4%	-2	5%	2%	30
Cc1nc2nc(C)c(CCC(=O)N3CCOCC3)c(C)n2n1	-4%	5%	5%	-1	81%[activator]	-2%	15
CCCN(CC(=O)Nc1cc(Cl)cc(Cl)c1)CC(=O)Nc1ccc(F)c(F)c1F	?	?	-2%	0	9.3µM*	1%	-8
COc1ccc(-c2[nH]ncc2CN2CCC(N3CCSCC3)CC2)c(F)c1	-26%	-5%	-1%	-3	26%	2%	-19
O=C(N/N=C/c1cccc(Cl)c1)c1c(O)c2c([nH]c1=O)CCCC2	-25%	176%[activator]	1%	18*	162%[activator]	2%	47
O=C1C=C(Nc2cccc(Cl)c2)CC(c2ccco2)C1 (configuration not stated)	-17%	?	4%	1	.	7%	-12
Cc1ccc(S(=O)(=O)c2nc(-c3ccc(F)cc3)oc2SCC(=O)NCC2CCCO2)cc1 (configuration not stated)	0%&0%	-1%	-2%	2	-1%	1%	-1
CCc1ccc(NC(=O)c2cc(Br)ccc2Br)cc1	.	5%	.	11	-45%	8%	12
CCCC1(CCC)C(=O)NC(=NCCc2ccc(OC)c(OC)c2)NC1=O	10%	19%	-5%	11	31%[activator]	1%	-8
Cc1ccc(NC(=O)c2cccc(C(F)(F)F)c2)cc1NC(=O)c1[nH]cnc1C(N)=O	4%	31%[activator]	1%	.	27%	.	.
O=C(NCCc1csc(-c2cccnc2)n1)c1ccccc1	4%	?	4%&-13%	-1	?	-4%	31
CC(=O)c1nn(-c2ccc(Cl)cc2)c(=O)[nH]c1=O	9%	17%	-3%	1	10%	10%	2
O=c1cc(-c2ccccc2)nc(SCCOc2ccccc2Cl)[nH]1	-13%	7%	2%	-4	7.4µM*	5%	24
O=C1CSC(=Nc2ccccc2[N+](=O)[O-])N1	7%	-12%	-4%	-4	?	4%	11
CC1(C)NC(=O)N(CCCOc2ccc(Br)cc2Cl)C1=O	?	105%[activator]	3%	40*	.	-9%	134*
S=c1[nH]nc(C2CC2)n1Cc1ccco1	16%	5%	-16%	-3	.	-6%	-10
Next structures follow.
SMILES	HCV inh	Pf growth 48h	Tb PYK inh	Cycloheximide cs	Pf growth 96h	LmPK inhibitor	Shiga toxin inh
CCNC(=S)NNC(=O)CSc1nc2ccccc2[nH]1	-7%	13%	-8%	-3	39%[activator]	6%	-9
Cc1cc(O)c2c(C)c(CC(=O)N3CCN(C(=O)C4COc5ccccc5O4)CC3)c(=O)oc2c1 (configuration not stated)	?	-7%	4%	-3	?	3%	4
CC1c2ccsc2CCN1S(=O)(=O)c1ccccc1 (configuration not stated)	-1%	-4%	5%	0	-8%	2%	2
S=C(Nc1ccccc1)N1CCn2c(nc3ccccc32)C1	-7%	-11%	-21%	-2	0%	-5%[11.5 µM]	-14
Cc1cc(C)c(C)c(S(=O)(=O)NC2CCCCC2)c1C	4%	-3%	1%	7	-19%	-2%	-6
COc1ccc(C(=O)CSC2=NS(=O)(=O)c3cc(Cl)ccc3N2)cc1	5%	9%	1%	.	30%	.	.
CCOc1ccccc1NC(=S)Nc1ncccc1C	6.3µM*	5%	-10%	9	91%[activator]	2%	-3
COc1cccc(NC(=O)CSc2nc(C)cs2)c1	?	17%	-2%	14	.	1%	21
Cc1ccc(Nc2nc3c([nH]2)c(=O)[nH]c(=O)n3C)cc1	10%	.	3%	6	13%	-10%	10
CC(=O)N1c2ccc(S(=O)(=O)NCCC(=O)N3CCC(C)CC3)cc2CC1C (configuration not stated)	7%	13%	-3%	2	20%	-1%	14
COc1ccc(C(=O)NC2CCN(CC(=O)N3CCCCC3)CC2)cc1	4%	6%	0%	7	-30%	0%	-9
CCOC(=O)c1cccc(NS(=O)(=O)Cc2ccccc2)c1	11%	8%	-2%	2	52%[1.15 µM]	0%	7
CCOC(=O)C(C)Sc1nnc(CNC(=O)c2ccc(OC)cc2)n1C1CCCCC1 (configuration not stated)	1%	?	4%	-3	-9%	2%	17
O=C(CSC1=NCCS1)Nc1ccnc2ccccc12	?	-5%	-2%	-2	16%	0%	-12
CCC(=O)NCCCCCCNC(=O)CC	13%	.	9%	-4	12%	5%	-14
O=C(Nc1cc(C(F)(F)F)ccc1Cl)C(Sc1nnc(-c2cccs2)o1)c1ccccc1 (configuration not stated)	1%	19%	-20%	15*	-12%	2%	33*

Screening results from PubChem.
